Assay outcomes (PubChem)
NadD inh – inhibitors of S. aureus NadD, primary screen, biochemical, colorimetric, uHTS; AID 602399, 2012; Nicotinate-nucleotide adenylyltransferase NadD (Staphylococcus aureus N315); inhibition, % at 20 µM; purified NadD enzyme, colorimetric absorbance read-out; hit rate 0.78% among 360,000; in the data active = inhibition above about 26%; note: some compounds past the cut are filed as inactive
Rpn11 block – Rpn11 (PSMD14) deubiquitinase inhibitors, primary screen, biochemical, fluorescence polarization, uHTS | human 26S proteasome, Ub4-pepOG fluorescence polarization; 20S core pre-blocked with epoxomicin | 26S proteasome non-ATPase regulatory subunit 14 (Homo sapiens), O00487 | calls only at 20 µM | hit rate 0.59% among 360,000;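 active = inhibition at 20 µM, scaled to each plate's controls, above about 33%, limit read from the data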
SUMO1-SIM PPI – modulators of SUMO1 protein-protein interactions, primary screen, biochemical, uHTS. AID 602429, 2012. inhibition, % at 20 µM. hit rate 0.33% among 360,000. SUMO1 binding to a labelled peptide, TR-FRET, 1 h. Small ubiquitin-related modifier 1 (Homo sapiens), P63165; in the data active = inhibition above about 37%
Target sequence (P63165 whole entry, looked up): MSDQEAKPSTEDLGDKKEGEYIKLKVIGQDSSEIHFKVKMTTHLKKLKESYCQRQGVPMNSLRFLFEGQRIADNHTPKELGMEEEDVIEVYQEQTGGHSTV
LMPTP inh – LMPTP phosphatase inhibitors, primary screen, biochemical, fluorescence intensity, uHTS; hit rate 0.22% among 360,000; inhibition, % at 20 µM; AID 651560, 2012; recombinant LMPTP-A, OMFP fluorogenic substrate;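 active = compounds that cut the enzyme signal by at least half of the control window in the single-dose screen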;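 note: plate controls were DMSO wells with enzyme plus substrate for no effect and substrate without enzyme for full effect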
Target sequence (P24666 whole entry, looked up): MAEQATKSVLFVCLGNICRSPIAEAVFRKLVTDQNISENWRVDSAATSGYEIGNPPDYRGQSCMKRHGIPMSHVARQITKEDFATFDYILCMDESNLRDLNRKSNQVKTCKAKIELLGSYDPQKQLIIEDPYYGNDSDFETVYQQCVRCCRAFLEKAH
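Buffer or medium: Bis-Tris pH 6.0, DTT, detergent; Assay system: LMPTP-A enzyme; Quantity: 0.625 nM enzyme; Detection: endpoint fluorescence intensity; Times: 50 min dark incubation at room temperature; Controls: substrate-only low control, DMSO enzyme-plus-substrate high control; Doses: single 20 µM dose; Read-out: percent inhibition versus substrate-only and uninhibited controls; Reagent: 400 µM OMFP.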
DNMT1 inh – human DNMT1 methyltransferase inhibitors, primary screen, biochemical, molecular beacon, fluorescence, HinP1I cleavage, uHTS; inhibition (reported as % activation of signal), % at 10 µM; DNA (cytosine-5)-methyltransferase 1 (Homo sapiens), P26358; hit rate 0.83% among 360,000; AID 588458, 2011; in the data active = inhibition above about 50%
CSN inh – inhibitors of CSN-mediated cullin deneddylation, primary screen, biochemical, fluorescence polarization, uHTS | Purified CSN, SCF-Nedd8-OG deneddylation | hit rate 0.38% among 360,000 | inhibition, % at 12.5 µM;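 active = pattern-corrected inhibition above about 35%, with an unprinted fluorescence ratio check between 0.5 and 1.5, limit read from the data, passing the limit was not always enough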;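 note: 0% = enzyme with substrate and 100% = substrate without enzyme; some results filed as inactive read as strong as hits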
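assay system = purified human Csn5 enzyme expressed in HEK293T cells | amount = 0.24 nM enzyme | buffer or medium = Tris/NaCl/DTT buffer, pH 7.5 | reagent = 10 nM SCFSkp2-Nedd8OG | compound = one concentration, 12.5 µM, 0.25% DMSO | times = 90 min reaction at room temperature | signal = FP | read-out basis = % inhibition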
MsrA inhibitor – bovine MsrA enzyme inhibitors, primary screen, biochemical, absorbance, HTS; Methionine sulfoxide reductase A (Bos taurus); purified bovine MsrA, absorbance read-out; inhibition, % at 15.5 µM; hit rate 0.75% among 360,000; in the data active = inhibition above about 4.5%;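 note: 0% = vehicle wells with enzyme and 100% = reference inhibitor wells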
TbMetRS inhib – T. brucei MetRS inhibitors, primary screen, biochemical, luminescence; methionyl-tRNA synthetase (Trypanosoma brucei brucei); purified T. brucei MetRS, ATP depletion, Kinase-Glo luminescence; inhibition, % at 11.9 µM; hit rate 0.4% among 360,000;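 active = inhibition above a per-plate cutoff of the control wells' mean inhibition plus 3 SD, cut at about 5.5% in these data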;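 note: 0% = DMSO wells median and 100% = median of wells with control inhibitor compound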
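Material – parasite MetRS enzyme · Medium – HEPES-MgCl2-KCl buffer plus DTT, spermine, BSA, pyrophosphatase · Reagent – ATP, methionine and E. coli bulk tRNA substrates · Times – 15 min enzyme-compound preincubation, 2 h reaction, 10 min detection, 25 °C · Measured by – luminescence of leftover ATP · Evaluation – percent inhibition relative to median high and low control wells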
STEP inh – STEP phosphatase inhibitors, primary screen, biochemical, fluorescence intensity, uHTS. recombinant STEP, OMFP fluorogenic substrate. inhibition, % at 20 µM. Tyrosine-protein phosphatase non-receptor type 5 (Homo sapiens), P54829. hit rate 0.25% among 360,000;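 active = inhibition at 20 µM, scaled per plate between control wells, above about 37%, limit read from the data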;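 note: 0% = DMSO with enzyme and substrate and 100% = substrate only without enzyme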
Target sequence (P54829 whole entry, looked up): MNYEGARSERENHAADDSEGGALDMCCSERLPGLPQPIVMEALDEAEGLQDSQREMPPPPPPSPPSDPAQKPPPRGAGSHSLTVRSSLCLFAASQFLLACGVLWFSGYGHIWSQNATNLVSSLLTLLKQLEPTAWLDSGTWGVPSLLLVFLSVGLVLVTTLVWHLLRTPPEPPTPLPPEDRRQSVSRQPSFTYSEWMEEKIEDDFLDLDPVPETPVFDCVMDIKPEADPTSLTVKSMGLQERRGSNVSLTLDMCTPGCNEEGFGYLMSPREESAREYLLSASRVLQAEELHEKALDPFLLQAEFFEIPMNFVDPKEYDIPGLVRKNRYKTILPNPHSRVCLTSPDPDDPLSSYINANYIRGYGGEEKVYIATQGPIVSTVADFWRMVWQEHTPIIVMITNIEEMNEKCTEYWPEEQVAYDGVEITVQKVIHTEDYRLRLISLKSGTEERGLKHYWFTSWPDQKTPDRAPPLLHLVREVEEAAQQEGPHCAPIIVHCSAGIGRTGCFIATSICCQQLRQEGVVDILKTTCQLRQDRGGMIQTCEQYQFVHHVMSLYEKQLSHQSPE
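Measure: Control-normalized % inhibition with plate pattern correction | Test system: STEP phosphatase, cell-free reaction | Medium: pH 6.0 Bis-Tris with DTT and Tween 20 | Technique: Fluorescence, 480/540 nm | Times: Reaction 20 min, ambient temperature | Doses: Single compound dose of 20 µM, 1% DMSO final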
Scp-1 inhibitor – Scp-1 phosphatase inhibitors, primary screen, biochemical, colorimetric, uHTS; Carboxy-terminal domain RNA polymerase II polypeptide A small phosphatase 1 (Homo …; Recombinant Scp1, phosphopeptide, malachite green phosphate absorbance; inhibition, % at 20 µM; hit rate 0.88% among 340,000;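 active = inhibition above about 50% at 20 µM, limit read from the data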;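 note: plate controls were DMSO wells with enzyme for no effect and wells lacking enzyme for full effect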
Target sequence (Q9GZU7 76-261 limits assumed): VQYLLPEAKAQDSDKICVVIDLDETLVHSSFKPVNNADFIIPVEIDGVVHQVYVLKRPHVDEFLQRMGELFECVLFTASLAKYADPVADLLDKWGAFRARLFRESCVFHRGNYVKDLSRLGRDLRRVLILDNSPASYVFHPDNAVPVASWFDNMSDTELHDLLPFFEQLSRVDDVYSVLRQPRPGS
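Test system: SCP-1 phosphatase catalytic domain, residues 76-261 | Compound dosing: One concentration, 20 µM, with 1.0% DMSO | Schedule: 45 min room-temperature reaction, 5 min colour, 30 min stabiliser | Detection: Absorbance at 630 nm | Read-out basis: % inhibition of SCP-1 phosphate liberation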
* hit, by the source's call; i = inactive; / = not tested or not shown.

Key to letters – A = NadD inh; B = Rpn11 block; C = SUMO1-SIM PPI; D = LMPTP inh; E = DNMT1 inh; F = CSN inh; G = MsrA inhibitor; H = TbMetRS inhib; I = STEP inh; J = Scp-1 inhibitor
CCN1C(=NCCc2c[nH]c3ccccc23)N[C@@H](c2ccccc2)[C@H](C(=O)OC)[C@H]1C
  A: 1; B: i; C: 0; D: -0.7; E: -4; F: 4; G: 0.5; H: -0.6; I: -2; J: 14

O=C(CCNC(=O)c1ccco1)NNC(=O)c1ccc(Br)cc1
  A: -3; B: i; C: 4; D: -1.1; E: 1; F: 1; G: 0.6; H: -0.6; I: 3; J: 0

COc1ccc(-c2nc3cc(C)ccn3c2NC(=O)c2ccccc2OC)cc1
  A: 1; B: i; C: 1; D: 0.7; E: -1; F: 4; G: -0.9; H: -0.1; I: -1; J: -13

[S-]c1nnc(-c2ccc(Br)cc2)n1-c1ccccc1.[Zn+2]
  A: -2; B: i; C: 12; D: 1.3; E: -2; F: -1; G: -1.4; H: 0.7; I: 1; J: -2

NC(=O)c1nsc(C(=O)N(Cc2cccnc2)C(C(=O)NC2CCCC2)c2ccc(F)cc2)c1N (configuration not stated)
  A: -2; B: i; C: -10; D: -1.4; E: 1; F: -3; G: 0.6; H: -0.5; I: -1; J: -8

Cn1c(=O)cc(OCCCC(=O)NCCCN2CCN(Cc3ccccc3)CC2)c2ccccc21
  A: 3; B: i; C: 0; D: -1.1; E: 1; F: 1; G: 1.0; H: -0.3; I: -1; J: 3

CCc1ccc(N2C(=O)CN(Cc3cc(OC)c(OC)c(OC)c3)C2=S)cc1
  A: -5; B: i; C: 2; D: 0.2; E: -1; F: 0; G: -0.7; H: 0.7; I: -1; J: -9

COc1cc(C(C)=O)ccc1OCC(O)CN1CCN(c2ccc(F)cc2)CC1 (configuration not stated)
  A: -6; B: i; C: 2; D: -3.3; E: 3; F: -2; G: -0.3; H: 0.2; I: 0; J: -2

CCCCNC(=S)NNc1c(Cl)cc(Cl)cc1Cl
  A: -1; B: i; C: 3; D: 0.7; E: -1; F: 1; G: -0.2; H: 0.7; I: 1; J: -7

O=C(C[C@H]1C(=O)N(CCc2ccccc2)C[C@@H]1c1ccccc1)Nc1ccccc1
  A: -2; B: i; C: 5; D: -0.9; E: 8; F: -3; G: 0.1; H: -1.1; I: 0; J: /

Oc1ccc(-c2nccc(-c3ccc(Cl)cc3)n2)cc1
  A: 0; B: i; C: 5; D: 0.3; E: -10; F: -18; G: 1.8; H: 0.1; I: 0; J: -1

N#Cc1ccccc1S(=O)(=O)NC(=O)[C@H]1O[C@@H](n2cnc3c(N)ncnc32)[C@H](O)[C@@H]1O
  A: -2; B: i; C: 2; D: -2.0; E: 84*; F: 0; G: -1.2; H: 1.3; I: -1; J: /

Cc1c(-c2cccs2)[n+](=O)c2c(n1[O-])CCCCC2
  A: -2; B: i; C: -7; D: -1.5; E: -4; F: -1; G: 0.8; H: -0.3; I: -2; J: -2

O=C(c1cccc2nc3ccccc3nc12)N1CCOCC1
  A: -6; B: i; C: -35; D: -0.9; E: 1; F: -5; G: 0.6; H: -0.5; I: -1; J: -4

CCOc1ccccc1NC(=O)N1CCC(n2nnc3cc(C)ccc32)CC1
  A: 0; B: i; C: 2; D: -0.2; E: 0; F: -1; G: 0.0; H: -0.7; I: 0; J: -3

C=CCNC(=O)c1sccc1Oc1ccc(F)cc1[N+](=O)[O-]
  A: -3; B: i; C: -15; D: -0.6; E: -4; F: 0; G: 0.8; H: 0.4; I: 2; J: -7

Cc1ccccc1NC(=O)/C=C/c1cccc(C(F)(F)F)c1
  A: 1; B: i; C: 0; D: 0.9; E: 3; F: -1; G: -1.5; H: -0.1; I: 0; J: -5

Cc1ccc(C(=O)NNC(=O)C2CCN(Cc3ccc(Cl)c(Cl)c3)CC2)cc1
  A: -10; B: i; C: 3; D: -0.8; E: 4; F: 2; G: -0.1; H: 0.1; I: -3; J: -2

O=C1NC(c2cn(-c3ccccc3)nc2-c2cccs2)C(C(=O)c2cccnc2)C(O)(C(F)(F)F)N1 (configuration not stated)
  A: 0; B: i; C: -3; D: -1.3; E: -1; F: -6; G: 2.3; H: -0.3; I: -1; J: -2

c1cn2cc(-c3ccc4c(c3)OCO4)nc2s1
  A: 8; B: i; C: 1; D: 0.7; E: -10; F: -1; G: -0.1; H: -1.1; I: 0; J: -5

CCCc1c(-c2ccc(Cl)cc2)ncn1Cc1ccccc1OC
  A: -1; B: /; C: 8; D: 3.6; E: /; F: -1; G: 0.4; H: -0.2; I: /; J: /

COc1ccc(CN2CCCC2C(=O)Nc2ccc(OC)c(OC)c2)cc1OC (configuration not stated)
  A: -1; B: i; C: 1; D: -1.2; E: 6; F: -1; G: 1.9; H: -0.8; I: 0; J: 4

CC(C)N(C(=O)[C@H]1C[C@H](CC(=O)NCc2ccco2)C(=O)N2CCc3c([nH]c4cc(-c5ccco5)ccc34)[C@]12C)C(C)C
  A: 4; B: i; C: 4; D: 1.5; E: -12; F: 5; G: -0.5; H: -0.3; I: 0; J: -1

NC(=O)C1CCN(C(=O)CCCCCn2c(=O)[nH]c3ccsc3c2=O)CC1
  A: 5; B: i; C: 0; D: 4.7; E: 1; F: -6; G: 0.6; H: -0.6; I: -2; J: -1

NS(=O)(=O)c1cccc(NC(=O)COC(=O)CCc2ccccc2)c1
  A: -4; B: i; C: 4; D: -2.9; E: 1; F: 0; G: 0.7; H: -0.3; I: -2; J: -7

CCOC(=O)CSc1cc(CS(C)(=O)=O)nc(-c2ccccn2)n1
  A: -1; B: i; C: 1; D: -0.4; E: -2; F: 2; G: 0.9; H: -0.4; I: 0; J: -5

O=C(Cc1ccc(Br)cc1)Nc1ccccc1N1CCCC1
  A: 3; B: i; C: -3; D: 0.7; E: -1; F: 1; G: 2.3; H: -0.2; I: 0; J: -2

CCCCNC(=O)c1nc(C2CCN(S(=O)(=O)c3ccc(F)c(F)c3)CC2)oc1-c1ccccc1
  A: -4; B: i; C: -3; D: 4.6; E: -2; F: 4; G: -0.2; H: -1.1; I: 3; J: /

COc1cc(NC(=O)C/C(C)=N/NC(=O)c2ccccn2)c(OC)cc1Cl
  A: 7; B: i; C: -2; D: -0.9; E: -1; F: 1; G: -0.4; H: -0.2; I: -2; J: 5

O=C(NCCCN1CCOCC1)c1cc2nc(-c3ccco3)cc(C(F)(F)F)n2n1
  A: -1; B: i; C: -21; D: 0.8; E: 0; F: 2; G: 2.5; H: -0.1; I: 1; J: -2

Retrieved by compound from above (three):
Key to letters – A = NadD inh; B = Rpn11 block; C = SUMO1-SIM PPI; D = LMPTP inh; E = DNMT1 inh; F = CSN inh; G = MsrA inhibitor; H = TbMetRS inhib; I = STEP inh; J = Scp-1 inhibitor
CCCc1c(-c2ccc(Cl)cc2)ncn1Cc1ccccc1OC
  A: -1; B: /; C: 8; D: 3.6; E: /; F: -1; G: 0.4; H: -0.2; I: /; J: /

Cc1c(-c2cccs2)[n+](=O)c2c(n1[O-])CCCCC2
  A: -2; B: i; C: -7; D: -1.5; E: -4; F: -1; G: 0.8; H: -0.3; I: -2; J: -2

CCCCNC(=S)NNc1c(Cl)cc(Cl)cc1Cl
  A: -1; B: i; C: 3; D: 0.7; E: -1; F: 1; G: -0.2; H: 0.7; I: 1; J: -7

Continuation.
Key to letters – A = NadD inh; B = Rpn11 block; C = SUMO1-SIM PPI; D = LMPTP inh; E = DNMT1 inh; F = CSN inh; G = MsrA inhibitor; H = TbMetRS inhib; I = STEP inh; J = Scp-1 inhibitor
CCOC(=O)N1CCC2(CC1)NC(=O)c1ccccc1N2
  A: -4; B: i; C: -6; D: -1.3; E: -1; F: -6; G: 0.8; H: -0.1; I: 0; J: /

CCCCCCCCNCCS(=O)(=O)NCc1ccccc1OC
  A: 0; B: i; C: 0; D: -2.7; E: -1; F: 4; G: -1.5; H: -0.8; I: 3; J: -5

COC(=O)c1c(-c2ccc(OC)cc2)sc2cc(OC)c(OC)cc12
  A: -17; B: i; C: -4; D: 2.3; E: -4; F: -2; G: 0.8; H: -0.3; I: 1; J: -14

CN1CCN(CC(O)COc2ccc(OCC(O)CN3CCN(C)CC3)cc2)CC1 (configuration not stated)
  A: 7; B: i; C: -1; D: -11; E: -1; F: -3; G: -0.1; H: -0.5; I: -1; J: 0

CC1CCN(S(=O)(=O)c2cccc(C(=O)NCc3ccco3)c2)CC1
  A: -4; B: i; C: 1; D: -0.4; E: -20; F: -1; G: -0.1; H: 0.4; I: 3; J: 3

CCCc1cc(=O)n2[nH]c(-c3ccco3)nc2n1
  A: 0; B: i; C: 1; D: 0.2; E: 2; F: -7; G: 2.0; H: -0.6; I: -3; J: -2

CCn1c(SCC(=O)Nc2nc3ccccc3s2)nnc1-c1ccc(Br)cc1
  A: 4; B: i; C: 2; D: -1.2; E: 16; F: 0; G: 1.6; H: -1.2; I: -9; J: 0

O=C(NNS(=O)(=O)c1ccc([N+](=O)[O-])cc1)c1cnn(-c2ccccc2)c1-n1cccc1
  A: -2; B: i; C: -17; D: -0.5; E: -2; F: 2; G: 2.7; H: -0.1; I: -1; J: -5

Cc1cccc(-n2ncc3c2CCCC3NC(=O)Cn2cccn2)c1C (configuration not stated)
  A: -3; B: i; C: 1; D: 0.2; E: 0; F: -1; G: 1.6; H: -0.5; I: -2; J: -1

CCOC(=O)c1oc2ccc(OC)cc2c1NC(=O)CN1CCN(C)CC1
  A: 1; B: i; C: -7; D: -1.3; E: 0; F: -4; G: 0.1; H: 0.3; I: 1; J: -4
